Screening data: PubChem, Broad Institute
PAX8 reporter: inhibitors of PAX8 transcriptional activity in RMG-I cells | RMG-I TPO-luciferase reporter, SteadyGlo, 24 h | inhibition, % at 12.6 µM | 360,000 compounds, 1.2% hits | AID 652154;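 active = mean replicate inhibition at least 60% with every replicate also reaching 60%; inconclusive = only one of the two criteria is met; inactive = mean below 60% and not all replicates reaching 60%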;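 note: luciferase light reporting Pax8 driven TPO promoter activity; plate controls were median of neutral control wells for no effect and mitoxantrone controls for full effect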
CASP6 VEID inh: blocks human caspase-6 cleavage activity. P55212. purified caspase-6, Z-VEID-R110 cleavage fluorescence. inhibition, % at 12.5 µM. 350,000 compounds, 0.53% hits. AID 686996;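 active = mean inhibition across replicates at least about 35%, with every replicate also reaching that limit, limit read from the data; inconclusive = only one of the two criteria met; inactive = neither criterion met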;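 note: 0% = median of neutral control wells and 100% = no fluorescence left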
Target sequence (P55212 24-179 limits assumed): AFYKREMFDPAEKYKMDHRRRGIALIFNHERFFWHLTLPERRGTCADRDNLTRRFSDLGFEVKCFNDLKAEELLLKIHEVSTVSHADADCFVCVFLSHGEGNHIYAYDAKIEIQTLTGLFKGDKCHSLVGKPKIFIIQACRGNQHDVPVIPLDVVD
Target sequence (P55212 194-293 limits assumed): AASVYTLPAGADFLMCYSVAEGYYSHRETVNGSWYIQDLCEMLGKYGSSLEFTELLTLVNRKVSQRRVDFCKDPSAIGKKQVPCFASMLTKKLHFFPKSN
FN deposition inh: fibronectin deposition inhibition; AID 743247; inhibition, % at 12.6 µM; AH1F fibroblasts, Alexa488-fibronectin deposition fluorescence, overnight; 350,000 compounds, 0.086% hits;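 active = mean inhibition across replicates of 30% or more, regardless of how many single replicates reach that level; inconclusive = mean under 30% yet at least half of replicates reach 30%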;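 note: positive control wells lacked labelled fibronectin entirely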
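Assay system: AH1F fibroblasts / Quantity: 10000 cells per well / Medium: DMEM plus 2% serum, read in PBS / Reagent: labelled fibronectin 24 nM / Dosing: single dose, pinned / Times: 1 h cell attachment, overnight exposure to compound and label / Signal: fluorescence, ex 485 nm, em 525 nm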
miR122 inh: blocks miR-122 activity in Huh7 sensor cells; 340,000 compounds, 0.3% hits; activation (reporter increase), % at 12.5 µM; Huh7 miR-122 Renilla luciferase sensor, 48 h; neutral wells = 0, positive control = 100;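 active = mean replicate activation score at least 90 and every replicate individually at or above 90; inconclusive = only one of the two criteria met; inactive = neither criterion met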;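 note: higher luciferase means less miR-122 activity so hits act as miR-122 inhibitors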
EWS-Fli inh: blocks EWS/Fli oncoprotein-driven transcription; A673 NR0B1-luciferase reporter, viability-normalised; inhibition, % at 12.6 µM; 350,000 compounds, 0.67% hits; AID 651661;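 active = mean inhibition of at least 50% after viability correction, with every replicate also passing that limit; inconclusive = mean reaches 50% but only one of two replicates passes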;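 note: firefly luciferase signal divided by Alamar Blue viability fluorescence both relative to DMSO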
PGC1a acetyl inh: PGC1a acetylation modulation, inhibitor mode; U2OS PGC1a acetylation, AlphaScreen anti-acetyl-lysine; with virally co-expressed GCN5 acetyltransferase; inhibition, % at 15.6 µM; 350,000 compounds, 0.17% hits; AID 651687;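 active = every replicate shows inhibition of at least 40%; inconclusive = mean inhibition at least 40% but some replicate below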;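 note: 0% = neutral control wells and 100% = positive control wells; some results beyond the cut were filed as inactive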
Cneo AK release: causes C. neoformans cell lysis | lysis activity, % at 15 µM | adenylate kinase release luminescence, 4 h; normalised: neutral wells 0, clomiphene wells 100 | 360,000 compounds, 0.2% hits;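 active = mean lysis activity across replicates of at least 80%, whatever share of replicates individually reach that level; inactive = mean lysis activity below 80%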
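Material – Cryptococcus neoformans yeast cells · Quantity – 5 × 10^6 yeast cells/mL · Buffer or medium – YPD medium · Compound – single dose · Timing – 4 h static compound exposure, 37 °C, read 1 h post-reagent · Signal – adenylate kinase release luminescence · Read-out basis – lysis from increased AK signal · Benchmarks – Clomiphene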
LGR2 inh: Drosophila LGR2 receptor signaling inhibition; HEK293 LGR2, CRE-luciferase, bursicon-stimulated, 4 h; inhibition, % at 9.99 µM; 380,000 compounds, 0.35% hits; AID 720647;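 active = drop in luminescence signal, shown as inhibition above about 50% in the replicate tests, limit read from the data, passing the limit was not always enough; inconclusive = probably only some replicates passing the limit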;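 note: agonist challenge used bursicon conditioned medium at about half maximal strength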
* hit, by the source's call; ? = inconclusive; nt = no result given; & = joins results of further samples; [ ] = remark or other dose.

SMILES | PAX8 reporter | CASP6 VEID inh | FN deposition inh | miR122 inh | EWS-Fli inh | PGC1a acetyl inh | Cneo AK release | LGR2 inh
Cc1cc(=O)oc2cc(OCC(=O)OCC(=O)N(C)C3CCS(=O)(=O)C3)ccc12 (configuration not stated) | -15 | -3 | 8 | nt | -4 | 3 | nt | 22
CC(=O)Nc1nnc(CSCc2ccc(F)cc2)s1 | 1 | 0 | -2 | nt | -5 | 18 | 6 | -14
Fc1cccc(-c2ccc(C3[C@H]4CNC[C@@H]3N4Cc3cncnc3)cc2)c1 (some centres not stated) | -3 | -28 | -14&-5 | nt | -17&7 | -1 | nt | -2&1
CCOc1ccc(/C=N\NC(=O)c2c(C)nc3cc(C)ccn23)cc1 | -1 | -2 | 2 | -2 | 8 | 3 | -4 | 6
COc1ccccc1N1CCN(C(=O)C(CC(C)C)NC(=O)C2CCCCC2)CC1 (configuration not stated) | -4 | -6 | -4 | 2 | 6 | -3 | -1 | 1
COc1ccc(NS(=O)(=O)c2cc(NC(=O)CC(=O)c3ccc([N+](=O)[O-])cc3)ccc2C)cc1 | 9 | -3 | 1 | nt | 7 | nt | nt | -2
Cc1nc2sc(C(c3ccccc3)N3CCN(C(=O)c4ccco4)CC3)c(O)n2n1 (configuration not stated) | nt | 7 | nt | 2 | 5 | 3 | -1 | -8
O=C(NCC[C@@H]1CC[C@@H](NS(=O)(=O)c2ccccc2F)[C@@H](CO)O1)c1ccc(F)cc1 | 0 | 0 | -7 | -14[16.7 µM] | -4 | 3 | 31 | -12
N#Cc1c(N)c(C(=O)c2ccccc2)n2ccccc12 | 9 | 2 | 5 | nt | -1 | ? | nt | -4
COc1cccc(OCC(=O)NNC(=S)Nc2ccc(Cl)cc2Cl)c1 | -8 | 3 | 12 | nt | -2 | 8 | nt | 23

2 compounds picked at random from those above:
SMILES | PAX8 reporter | CASP6 VEID inh | FN deposition inh | miR122 inh | EWS-Fli inh | PGC1a acetyl inh | Cneo AK release | LGR2 inh
Cc1nc2sc(C(c3ccccc3)N3CCN(C(=O)c4ccco4)CC3)c(O)n2n1 (configuration not stated) | nt | 7 | nt | 2 | 5 | 3 | -1 | -8
Fc1cccc(-c2ccc(C3[C@H]4CNC[C@@H]3N4Cc3cncnc3)cc2)c1 (some centres not stated) | -3 | -28 | -14&-5 | nt | -17&7 | -1 | nt | -2&1

Next section
SMILES | PAX8 reporter | CASP6 VEID inh | FN deposition inh | miR122 inh | EWS-Fli inh | PGC1a acetyl inh | Cneo AK release | LGR2 inh
Cc1ccc2c(c1)N(Cc1ccccc1)C(=O)C(C)O2 (configuration not stated) | -1 | -5 | 4 | 0 | 2 | 8 | 3 | 19
C#CCN1CCc2onc(-c3ccc(Br)cc3)c2C1=O | -87 | -1 | 3 | nt | -46 | nt | nt | -62
O=C(C1CCOCC1)N1C[C@@H]2[C@H](c3ccccc31)[C@H](CO)N2C(=O)Cc1ccccc1 | 6 | 1 | nt | 7[16.7 µM] | -3 | -8 | 5 | 2
O=C(NC1CCCCC1)C1CC(=O)N(c2cccc([N+](=O)[O-])c2)C1 (configuration not stated) | -2 | 0 | -11 | -1 | -10 | -4 | -5 | -33
C[C@@H]1CCCCO[C@H](CN(C)S(=O)(=O)c2cn(C)cn2)[C@@H](C)CN([C@@H](C)CO)C(=O)c2cc(NS(=O)(=O)c3cccs3)ccc2O1 | -27 | 11 | nt | 3[16.7 µM] | 0 | -9 | 0 | 5
C[C@@H]1CN([C@@H](C)CO)C(=O)Cc2cc(N(C)C)ccc2O[C@H]1CN(C)C(=O)Nc1ccc2c(c1)OCO2 | -11 | 0 | -7 | 6[16.7 µM] | -6 | -14 | -6 | 1
C[C@H]1CN([C@@H](C)CO)C(=O)c2cc(C#CCN(C)C)cnc2O[C@@H]1CN(C)C(=O)NC1CCCCC1 | 21 | -24 | 5 | 57[16.7 µM] | -9 | 8 | 37 | 5
C[C@@H]1CN([C@@H](C)CO)C(=O)c2cc(Br)cnc2O[C@@H]1CN(C)C(=O)C1CC1 | nt | nt | -11 | -6[16.7 µM] | -1 | 1 | nt | -1
Cc1ccc(S(=O)(=O)N(C)C)cc1NC(=O)CSc1nc2ncc(Cl)cc2[nH]1 | -2 | 8 | 1 | nt | -9 | nt | 0 | -10
COc1ccc(S(=O)(=O)N2CCCCCC2)cc1Br | -5 | -3 | -10 | nt | 6 | nt | -2 | 14
CCOC(=O)c1ccc(N2CN(C3CCCCC3)CNC2=S)cc1 | nt | nt | nt | 0 | nt | -2 | 2 | 10
COc1ccc(S(=O)(=O)N(C)C[C@@H]2Oc3ccc(NS(=O)(=O)c4c(C)noc4C)cc3CC(=O)N([C@H](C)CO)C[C@@H]2C)cc1 | -6 | nt | -4 | -2[16.7 µM] | -3 | 4 | 54 | 3
COc1nc(N(C)C)nc(N(OC)S(=O)(=O)c2ccccc2Cl)n1 | -8 | nt | -1 | 8 | nt | -3 | -2 | nt
COc1ccccc1/C=C1\SC(=S)N(N2C(=O)CCCC2=O)C1=O | -29 | 1 | 2 | 2 | -2 | 1 | 1 | -10
C[C@H](O)CC1=C[C@H](O)[C@@H](C)OC1=O | nt | 2 | nt | -11 | 2 | -3 | 7 | 8
CO[C@@H]1CN(C)C(=O)c2ccc(NC(=O)Cc3ccccc3)cc2OC[C@@H](C)N(C(=O)c2ccccc2F)C[C@@H]1C | 22 | nt | -7 | nt | -13 | -20 | 3 | -9
COc1ccc(Cl)cc1NC(=O)CSc1nc(-c2ccccc2)cc(=O)[nH]1 | 14 | 1 | 3 | 5 | 15 | -6 | 5 | 12
Cc1noc(C)c1S(=O)(=O)Nc1ccc2c(c1)C(=O)N([C@H](C)CO)C[C@@H](C)[C@H](CN(C)C(=O)Nc1ccc(F)cc1)O2 | -9 | nt | -1 | -2[16.7 µM] | -5 | -4 | nt | -12
Cc1cccc2c(-c3ccccc3)cc(=O)[nH]c12 | 8 | nt | -4 | 1 | nt | 3 | 2 | nt
Cc1cc(=O)n2[nH]cc(-c3ccccc3)c2n1 | 10 | -3 | 0 | -3 | 12 | 1 | -2 | 3
CCCCNC(=O)Nc1ccc(C2SCCS2)cc1 | -74 | 5 | 4 | 4 | -63 | 26 | 1 | -57
Cc1ccc(-c2csc(N(CCc3ccccc3)C(=O)COc3ccccc3)n2)cc1 | nt | nt | 1 | -3 | nt | -5 | 2 | nt
COc1ccc(N(CC(=O)N2CCCCCC2)S(=O)(=O)c2ccccc2)cc1 | 0 | 6 | 0 | 13 | 1 | nt | -1 | -4
O=C(Nc1ccc(Br)cc1)c1cc(-c2ccc3c(c2)OCO3)on1 | 19 | -5 | 2 | nt | 4 | nt | -1 | 3
Cc1c[n+]([O-])cc(C)c1[N+](=O)[O-] | -1 | -1 | 20 | -2 | -8 | -3 | 0 | 4
O=C1c2ccc(-c3ccc(Cl)c(C(F)(F)F)c3)cc2S(=O)(=O)c2cccc(C(=O)N3CCN(c4ncc(Br)cn4)CC3)c21 | -11 | 1 | -2 | -1 | -7 | -22 | 1 | -13
CCCc1[nH]n(-c2nc3ccccc3s2)c(=O)c1C=NCCN1CCOCC1 | nt | nt | 8 | -2 | nt | 7 | 6 | -26
CCC(Sc1ncccc1C(=O)O)C(=O)N1CCCC1 (configuration not stated) | nt | 8 | nt | 0 | 1 | -16 | -3 | 1
COc1ccc(NC(=O)CSc2nc3ccccc3c(=O)n2CCCN2CCCCC2)c(OC)c1 | nt | nt | 18 | -1 | nt | -3 | 3 | nt
Cc1cc(-c2n[nH]c(=S)n2/N=C/c2ccc(Cl)c([N+](=O)[O-])c2)n[nH]1 | -15 | nt | 0 | -2 | nt | nt | nt | -16
Cc1ccc(/C=C/C(=O)NC(=S)Nc2ccc(S(=O)(=O)Nc3cc(C)on3)cc2)cc1 | 4 | 8 | 6 | 7 | nt | nt | -1 | -5
Cc1ccc2nc(-c3ccc(NC(=O)COC(=O)c4ccc(Br)o4)cc3)sc2c1 | -51 | nt | 9 | 6 | nt | nt | -5 | ?
O=C(NC1=NCCS1)[C@H](Cc1ccccc1)N1C(=O)c2ccccc2C1=O | nt | nt | 3 | -7 | nt | 3 | 0 | nt
CC1=CC(C)(C)NC(=S)N1NC(=O)c1ccccc1Cl | 3 | 3 | -13 | nt | 6 | nt | nt | 2
Cc1ccc(-c2ccc([C@H]3[C@H](CO)N4C(=O)CN(C(=O)CN5CCOCC5)C[C@@H]34)cc2)cc1 | -7 | 1 | nt | nt | 10 | 7 | nt | 7
CC(C)(C)c1ccc(CN2N=Nc3ccccc3S2(=O)=O)cc1 | 9 | nt | -8 | 16 | nt | 4 | -1 | nt
COC1(OC)N=C(N)C2(C#N)C(c3cccc(Oc4ccccc4)c3)C12C#N (configuration not stated) | nt | nt | nt | -1 | nt | 8 | 0 | -2
CCN(CC)C(=O)c1cccc(C)c1 | -7 | -2 | 5 | -1 | 0 | 0 | -3 | nt
Cc1c(NC(=O)NCc2ccccc2)c(=O)n(-c2ccccc2)n1C | nt | nt | 4 | 1 | nt | -14 | 1 | 0
Cc1ccc(S(=O)(=O)N(C)C[C@@H]2Oc3ccc(NC(=O)Cc4ccccc4)cc3C(=O)N([C@@H](C)CO)C[C@@H]2C)cc1 | 15 | 1 | nt | 1[16.7 µM] | -5 | 6 | 0 | 18
CCC(C)N=Cc1c(Nc2ccccc2)nc2c(C)cccn2c1=O (configuration not stated) | 1 | 5 | 2 | 0 | 7 | 4 | 0 | -9
C[C@H](CO)N1C[C@H](C)[C@H](CN(C)S(=O)(=O)c2cn(C)cn2)Oc2c(NC(=O)C3CCOCC3)cccc2C1=O | nt | 1 | 5 | -5[16.7 µM] | 0 | -4 | -5 | -7
CC1(C)CC(CC(=O)Nc2ccccn2)C(=O)O1 (configuration not stated) | -8 | nt | 1 | -12 | nt | nt | 0 | nt
O=C(Nc1ccccc1F)N1[C@@H]2CNC[C@H]1C2c1ccc(-c2ccncc2)cc1 (some centres not stated) | 1&-7 | nt | -2&-3 | nt | 27&2 | 3&7 | nt | -6&-23
COc1cccc(NC(=O)N2C[C@@H](O)COC[C@@H]3O[C@@H](CC(=O)NC4CCC4)CC[C@H]32)c1 | -7 | 2 | 3 | 1[16.7 µM] | 2 | -4 | -2 | 6
O=[N+]([O-])c1cc(CN2CCN(c3ccccc3)CC2)c(O)c2ncccc12 | 43 | 21 | nt | 5 | 29 | 21 | nt | 31
CC(Sc1ccccc1)C(=O)NN=C1CCCCCC1 (configuration not stated) | -26 | -1 | 0 | nt | -9 | nt | nt | 5
O=C(CC1SC(N2CCCC2)=NC1=O)Nc1ccc(C(=O)NCCOc2ccccc2F)cc1 (configuration not stated) | -20 | 4 | 0 | nt | -66 | nt | nt | 9
O=C(NCc1ccc(F)cc1)C1CCN(S(=O)(=O)c2ccc3c(c2)OCCCO3)CC1 | 14 | nt | 27 | 1 | nt | 2 | -1 | 4
NC(CCc1ccccc1)c1csc(Nc2ccccn2)n1 (configuration not stated) | -3 | -1 | nt | nt | -2 | nt | 2 | -12
O=C(Nc1ccc(Cl)cn1)Nc1ccc(Cl)cn1 | -16 | -1 | -2 | nt | -14 | nt | nt | -19
O=C(/C=C/c1ccc(OCCCF)cc1)Nc1ccnc(-c2cccnc2)n1 | 6 | -5 | -13 | -6 | 12 | nt | 0 | nt
COc1ccc(C2=NN(C(=O)CCC(=O)O)C(c3ccccc3OC)C2)cc1 (configuration not stated) | 34 | -4 | -4 | 5 | 0 | 5 | -2 | 12
